Assay outcomes from PubChem.
D2 antagonist = antagonizes the human D2 dopamine receptor; P14416; HEK293 TREx D2 cells, calcium flux, dopamine EC80; inhibition, % at 10 µM; actives 2% (n = 340,000); AID 485344; in the data active = inhibition above about 30%; note: 0% is about no effect
Target sequence (P14416 whole entry, looked up): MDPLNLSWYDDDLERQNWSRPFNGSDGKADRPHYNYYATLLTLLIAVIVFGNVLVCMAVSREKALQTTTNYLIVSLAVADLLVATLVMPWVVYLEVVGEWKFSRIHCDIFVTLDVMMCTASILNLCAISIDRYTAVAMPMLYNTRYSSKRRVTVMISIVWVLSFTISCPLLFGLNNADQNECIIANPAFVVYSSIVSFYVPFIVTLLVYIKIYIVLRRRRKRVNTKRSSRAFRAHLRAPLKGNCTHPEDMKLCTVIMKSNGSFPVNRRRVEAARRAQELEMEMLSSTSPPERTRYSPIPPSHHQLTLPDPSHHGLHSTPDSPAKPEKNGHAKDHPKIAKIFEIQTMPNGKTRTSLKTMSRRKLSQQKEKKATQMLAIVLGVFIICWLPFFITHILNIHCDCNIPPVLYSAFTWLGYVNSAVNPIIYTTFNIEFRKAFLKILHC
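In this primary screen, negative modulation is detected by tracking calcium flux after an EC80 dopamine challenge in inducible HEK293 T-REx D2 cells preexposed to test compound for 180 s.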
USP1-UAF1 inh = USP1/UAF1 (human) deubiquitinase inhibition | O94782 | recombinant USP1/UAF1, Ub-Rhodamine cleavage fluorescence | Potency, µM (titrated, usually from 57.1 µM), inactives show at the highest dose activity change, negative = inhibition, hits mostly inhibitors | actives 0.23% (n = 390,000) | AID 743255; note: potency is the fitted concentration of half-maximal effect; % is set by controls: 0 for no effect and ±100 for the full control effect; nearly all actives have a fitted effect of over 60% in size; inactives centre near -12
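In this screen, compounds sit with the deubiquitinase complex (1nM) for 15 min at room temperature before Ub-Rho is added at 150nM final. Fluorescence rise is then followed for 6 reads every 60 seconds.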
PI4K2A inh = blocks human PI4K2A kinase activity; purified PI4K2A, ADP-Glo luminescence, 1 h; stronger effect = lower value; activity change, negative = inhibition, % at 76.9 µM; actives 0.13% (n = 420,000); in the data active = activity change below about -50%; inconclusive = mostly about -30% to -49%;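 note: -100% = wells without enzyme as full effect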
Target sequence (Q9BTU6 whole entry, looked up): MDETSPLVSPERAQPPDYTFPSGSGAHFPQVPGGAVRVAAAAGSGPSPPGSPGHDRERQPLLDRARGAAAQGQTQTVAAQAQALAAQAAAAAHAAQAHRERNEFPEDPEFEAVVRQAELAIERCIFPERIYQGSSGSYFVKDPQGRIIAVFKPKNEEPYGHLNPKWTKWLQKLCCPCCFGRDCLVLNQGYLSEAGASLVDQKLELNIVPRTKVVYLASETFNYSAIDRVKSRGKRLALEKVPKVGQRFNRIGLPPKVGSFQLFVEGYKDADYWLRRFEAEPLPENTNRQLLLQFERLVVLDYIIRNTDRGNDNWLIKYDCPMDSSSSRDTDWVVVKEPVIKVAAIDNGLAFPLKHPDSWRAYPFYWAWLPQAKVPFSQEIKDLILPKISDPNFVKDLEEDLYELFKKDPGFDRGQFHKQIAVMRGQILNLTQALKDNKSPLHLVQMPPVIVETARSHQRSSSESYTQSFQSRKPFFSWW
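Compounds are screened against recombinant PI4K2A using PI as substrate and ATP, the latter dispensed at 300 microM. Reactions run one hour at ambient temperature before ADP-Glo detection; full inhibition defined by wells lacking enzyme.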
TRHR ag = agonists of human TRH receptor | P34981 | TRHR cells, calcium flux fluo-8, FDSS agonist mode | activation, % at 2 µM | actives 0.18% (n = 360,000); in the data active = activation above about 30%; note: 0% is about no effect
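Read-out: compound-evoked intracellular calcium rise in TRHR cells, fluo-8 dye, kinetic FDSS fluorescence at 1 s/cycle following a 10-cycle baseline. Cells cultured overnight before dye loading (30 min–1.5 h, RT).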
TrxR1 inh = blocks rat thioredoxin reductase 1. actives 1% (n = 390,000). O89049. recombinant rTrxR1, NADPH fluorescence consumption, selenite substrate. AID 588453. Potency, µM (titrated, usually from 114 µM), without a hit: at the highest dose activity change, negative = inhibition, usual class: inhibitors; note: potency is the fitted concentration of half-maximal effect; % is set by controls: 0 for no effect and ±100 for the full control effect; nearly all actives have a fitted effect of over 65% in size
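Rat TrxR1 (90 nM in the dispensed reagent) was pre-reduced with 400 uM NADPH for 5 min at room temperature, then incubated with compound for 15 min. After 400 uM selenite was added, NADPH fluorescence (Ex 340/Em 450 nm) was followed for 8 min.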
TRHR PAM = allosteric enhancers of human TRH receptor; P34981; TRHR cells, fluo-8 calcium fluorescence, EC20 TRH enhancement; enhancement, % at 2 µM; actives 0.66% (n = 360,000); AID 493056; in the data active = enhancement above about 30%; note: 0% is about no effect
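Enhancer read-out: after compound pinning and an initial kinetic agonist-mode read, an EC20 of TRH (10 nM final) was injected and fluo-8 calcium signal (Ex 480/Em 530) followed at 1 s/cycle for 100 cycles in TRHR-expressing cells.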
TrxR1 substrate = rat thioredoxin reductase 1 substrate activity; purified TrxR1 substrate turnover, NADPH consumption readout; Potency, µM (top dose mostly 114 µM), inactives show top-dose activity change, negative = substrate turnover; actives 0.01% (n = 390,000); note: potency is the fitted concentration of half-maximal effect; % is set by controls: 0 for no effect and ±100 for the full control effect; nearly all actives have a fitted effect of over 50% in size
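Rat TrxR1, dispensed at 90 nM, was prereduced with 400 uM NADPH (final) for 5 min at ~22 deg C, then incubated with compound 15 min before 400 uM selenite. A first-read NADPH fluorescence drop versus no-compound background flagged substrates.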
mIDH1 inhibitor = human IDH1 R132H inhibition | Potency, µM (doses to about 76.6 µM), inactives show at the highest dose activity change, negative = inhibition, hits mostly inhibitors | IDH1-R132H enzyme, NADPH consumption, diaphorase/resazurin fluorescence | actives 0.093% (n = 390,000) | AID 602179; note: potency is the fitted concentration of half-maximal effect; % is set by controls: 0 for no effect and ±100 for the full control effect; nearly all actives have a fitted effect of over 65% in size
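IDH1-R132H (0.5 ug/mL) preincubated 30 min with compound, then NADPH (0.016 mM) and alpha-KG (2 mM) added; 80 min at RT, pH 7.5. Remaining NADPH coupled via diaphorase/resazurin to fluorescence (540/590 nm); concentration-response curves normalized to no-enzyme control.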
D2 ag = activates the human D2 dopamine receptor; P14416; HEK293 T-REx D2 cells, calcium flux agonist mode; activation, % at 2 µM; actives 0.53% (n = 340,000); AID 485358;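 active = activation over 3 SD above normal in the single-dose calcium agonist read, cut at about 30% in these data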; note: 0% is about no effect
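HEK293 Trex D2 cells, tetracycline-induced, o/n 30 C 5% CO2; no-wash Ca dye, RT 30–90 min; 10-cycle baseline, 23 nl cpd added, kinetic Ca read 180 s; agonist hits = positive Ca response.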
* marks the source's active call; other numbers are inactive results; u = inconclusive; x = not tested or not shown; [ ] = dose if it differs, or a comment. Unless noted, calls come from the whole dose curve; as a rule, active = well fitted inhibition curve with a large enough effect; inconclusive = small, poorly fitted or top-dose-only effect; inactive = no such curve, though single readings can be large or run the other way.

SMILES | D2 antagonist | USP1-UAF1 inh | PI4K2A inh | TRHR ag | TrxR1 inh | TRHR PAM | TrxR1 substrate | mIDH1 inhibitor | D2 ag
COC(=O)[C@@]12OC[C@]34[C@H]([C@@H](O)[C@@H]1O)[C@@]1(C)C(=O)C(O[C@@H]5OC(CO)[C@@H](O)[C@@H](O)[C@@H]5O)=C[C@@H](C)[C@@H]1C[C@H]3OC(=O)[C@H](OC(=O)/C=C(\C)C(C)(C)OC(C)=O)[C@@H]24 (stereo not given in full) | -13.6 | -8.0% | -0.7 | 0.6 | -3.6%[57.1 µM] | 2.0 | 2.2%[57.1 µM] | 4.0% | 0.6
O=C1CCc2cc(S(=O)(=O)N3CCCC3C(=O)N3CCN(c4ccccc4F)CC3)ccc2N1 (stereo not given) | 22.2 | -10.9% | -1.4 | 0.3 | -4.4%[57.1 µM] | 3.9 | 8.6%[57.1 µM] | -6.2% | 0.8
CCc1ccccc1NC(=O)Nc1c[nH]c(=O)[nH]c1=O | x | -20.1% | 1.0 | 0.3 | 11.6%[57.1 µM] | -2.1 | -0.8%[57.1 µM] | -3.9% | 0.5
O=S(=O)(NCC(c1ccco1)N1CCCCC1)c1cccc(C(F)(F)F)c1 (stereo not given) | -6.4 | -10.4% | 3.6 | -1.0 | 20.1% | -5.6 | -2.8% | 0.9% | 0.1
Cc1ccc(C(c2sc3nc(C)nn3c2O)N2CCN(CCO)CC2)cc1 (stereo not given) | 5.5 | -20.2% | 20.3 | -0.7 | 8.4%[57.1 µM] | -1.6 | 2.3%[57.1 µM] | 3.2% | -1.6
O=C1CC(c2cccc(Cl)c2)CC(O)=C1C=Nc1ccccc1 (stereo not given) | 18.8 | -14.0% | 2.5 | -0.8 | 12.6%[57.1 µM] | -3.1 | 18.4%[57.1 µM] | 1.7% | 0.0
CCOc1ccc(N2C(=O)CC(SC(=NC)Nc3cccc(OC)c3)C2=O)cc1 (stereo not given) | 1.6 | -20.4% | -6.9 | 0.0 | -18.8% | 0.0 | -7.1% | 0.9% | 0.8
CCOC(=O)c1sc(=NC(=O)c2ccc(OC)c(OC)c2)n(C)c1C | 1.8 | -7.7% | -4.6 | 0.2 | 17.6% | 3.4 | 1.6% | -4.0% | -0.7
COc1ccc(C(=O)Nc2cc(C(F)(F)F)ccc2-n2cnc3ccccc32)cc1 | -2.6 | -15.9% | 9.9 | 0.1 | 0.0%[57.1 µM] | -5.0 | -2.7%[57.1 µM] | 4.2% | -0.4
O=C1c2ccccc2NC(c2ccccc2O)N1c1ccc(F)cc1 (stereo not given) | -9.9 | -16.9% | -16.0 | 0.2 | 22.7%[57.1 µM] | 3.4 | 67.2%[activator] | -8.7% | 0.6

Some of the entries above in another layout.
Values run as follows: D2 antagonist | USP1-UAF1 inh | PI4K2A inh | TRHR ag | TrxR1 inh | TRHR PAM | TrxR1 substrate | mIDH1 inhibitor | D2 ag
O=S(=O)(NCC(c1ccco1)N1CCCCC1)c1cccc(C(F)(F)F)c1 (stereo not given)
→ -6.4 | -10.4% | 3.6 | -1.0 | 20.1% | -5.6 | -2.8% | 0.9% | 0.1
Cc1ccc(C(c2sc3nc(C)nn3c2O)N2CCN(CCO)CC2)cc1 (stereo not given)
→ 5.5 | -20.2% | 20.3 | -0.7 | 8.4%[57.1 µM] | -1.6 | 2.3%[57.1 µM] | 3.2% | -1.6
O=C1CC(c2cccc(Cl)c2)CC(O)=C1C=Nc1ccccc1 (stereo not given)
→ 18.8 | -14.0% | 2.5 | -0.8 | 12.6%[57.1 µM] | -3.1 | 18.4%[57.1 µM] | 1.7% | 0.0
CCOc1ccc(N2C(=O)CC(SC(=NC)Nc3cccc(OC)c3)C2=O)cc1 (stereo not given)
→ 1.6 | -20.4% | -6.9 | 0.0 | -18.8% | 0.0 | -7.1% | 0.9% | 0.8

(further entries)
SMILES | D2 antagonist | USP1-UAF1 inh | PI4K2A inh | TRHR ag | TrxR1 inh | TRHR PAM | TrxR1 substrate | mIDH1 inhibitor | D2 ag
CCCOc1ccccc1OCC(=O)Nc1cc(Cl)ccc1-n1cncn1 | -14.2 | 1.0% | -2.7 | 0.1 | -4.2% | 5.0 | -14.7% | 5.0% | 0.2
COc1ccc(N2CCN(c3ccc([N+](=O)[O-])cc3Cl)CC2)cc1 | x | -11.6% | -5.2 | -0.2 | -1.9% | -3.2 | -0.2% | -1.2% | x
O=C(Nc1ccc(Cl)cc1Cl)c1cc(S(=O)(=O)N2CCC3(CC2)OCCO3)ccc1F | x | -2.2% | 6.9 | 0.1 | 5.7%[57.1 µM] | -3.4 | -9.5%[57.1 µM] | -11.9% | 0.5
Cc1cccc(NC(=O)CN(C)C(=O)C2CCCC2)c1C | -3.7 | -8.8% | 3.5 | 2.0 | -2.1% | 11.9 | -3.7% | 4.6% | 0.4
Cc1cc(F)ccc1NCc1ccc([N+](=O)[O-])cc1 | -9.0 | -19.5% | 22.2 | -1.1 | 8.2%[57.1 µM] | 0.5 | -6.8% | -0.1% | -1.4
O=C(Nc1ccc(C(F)(F)F)cc1)c1ccc(NC(=O)C2CCCO2)cc1 (stereo not given) | 12.5 | -10.7% | 0.2 | 0.4 | 22.4% | -12.6 | 6.0% | -3.5% | 0.6
c1ccc2c(c1)nc1n2CCN1 | -2.8 | 0.9% | 11.0 | 0.3 | 1.3% | 2.9 | -5.4% | 4.2% | -0.9
COc1ccc(C(CNC(=O)c2ccc(Cl)c(NC(=O)c3cccs3)c2)N2CCCC2)cc1 (stereo not given) | 21.5 | -18.8% | 0.6 | 0.9 | -1.0% | 59.7* | -4.0% | 4.0% | 0.3
COc1ccc(/C=C/C(=O)Nc2ccc(-n3nncc3-c3ccccc3)cc2)cc1OC | 4.5 | -16.9% | -5.6 | 0.9 | 4.6%[57.1 µM] | 8.7 | 13.4% | -2.0% | 0.1
CN1CCC(=O)N([C@H](CC#N)c2ccccc2)CC1 | 16.3 | 12.2% | 0.1 | 0.2 | -3.5%[57.1 µM] | -1.7 | 11.4%[57.1 µM] | -8.6% | 10.7
Cc1ccc(N/C=C/C(=O)c2ccccc2)cc1Br | -10.4 | -5.9% | -6.1 | -0.3 | 25.6% | -2.1 | 4.3% | 5.6% | 0.8
COC(=O)c1ccc(CSc2nnc3sc4ccccc4n23)o1 | 12.5 | -12.0% | 1.7 | -0.2 | -21.4% | 1.5 | -7.5% | 4.9% | -0.3
O=C(Oc1ccc(F)c(F)c1)c1ccc2c(=O)n3c(nc2c1)CCC3 | 1.7 | -24.8% | -4.4 | 2.5 | -2.4%[57.1 µM] | -5.9 | -0.3%[57.1 µM] | -9.2% | 0.1
COc1cccc(/C=N/N2C(=O)NC3(CCCCC3)C2=O)c1O | -13.0 | -12.1% | -7.8 | 1.6 | 0.2%[57.1 µM] | 1.5 | -1.7%[57.1 µM] | 13.5% | 0.0
CCC(=O)N1CC2(CC(c3cccc(NC(=O)CC(c4ccccc4)c4ccccc4)c3)=NO2)C[C@H]1C(N)=O (stereo not given in full) | -18.0 | u | -2.7 | 0.5 | 8.0% | 2.2 | 5.0%[57.1 µM] | 0.6% | -0.4
O=C1OCCN1C(=O)[C@H]1[C@H](c2ccccc2)C(c2ccc(F)cc2)=NN1c1ccc(Br)cc1 | x | -6.4% | -1.0 | x | 57.9%[activator] | x | 42.5%[activator] | 7.3% | x
O=C(N/N=C/c1cccnc1)c1ccc(Cl)c(Cl)c1 | x | -14.0% | 0.0 | x | 9.1%[57.1 µM] | x | 7.4%[57.1 µM] | 2.6% | x
CC(=O)Nc1ccc(NC(=O)C2CCCN2C(=O)NCc2ccccc2)cc1 (stereo not given) | 6.1 | u | 7.2 | 0.3 | 15.4% | -1.5 | 5.9% | 0.0% | 0.5
COc1ccc(-n2c(=S)[nH]c3cc(C(=O)Nc4cc(C(N)=O)ccc4OC)ccc3c2=O)c(OC)c1 | -1.0 | -23.3% | 5.5 | -0.2 | -14.9%[57.1 µM] | -3.1 | 3.6%[57.1 µM] | 4.1% | -1.0
CN(CC(=O)Nc1ccc(F)c(F)c1F)C(=O)CCCc1nc2ccccc2c(=O)[nH]1 | 3.8 | -3.9% | -3.4 | -0.1 | 3.2% | 5.9 | -5.4% | -8.0% | 0.3
CC(C)c1cc(-c2nc(-c3ccc(Br)cc3)no2)n[nH]1 | x | -10.8% | -1.0 | 0.6 | 18.6%[57.1 µM] | 3.1 | 1.2%[57.1 µM] | 1.1% | 0.9
Cc1ccccc1NC(=O)Cn1nnc(-c2ccc(CN3CCC(C)CC3)cc2)n1 | 33.3* | -1.2% | -3.7 | 0.7 | 25.3% | 1.6 | 2.5% | 7.2% | 1.6
CCOC(=O)/C=C1\SCC(=O)N1CC(=O)NCc1ccc(OC)c(OC)c1 | 4.4 | -10.5% | -16.6 | 0.0 | 25.4%[57.1 µM] | -1.8 | 9.0%[57.1 µM] | 0.3% | 1.8
C/C(=C\C(=S)Nc1ccccc1)Nc1ccccc1 | -15.1 | -14.5% | -1.1 | 0.4 | -56.0%[57.1 µM] | -11.1 | 1.4%[11.4 µM] | -1.2% | 0.4
CCCCC(=O)Nc1ccc(NC(=O)CC)cc1OC | 0.6 | -16.6% | 7.1 | -0.6 | 10.7%[57.1 µM] | 1.8 | 5.9%[57.1 µM] | 2.8% | -1.4
N#Cc1ccsc1NC(=O)C1CCN(C(=O)c2ccc(Cl)cc2)CC1 | 0.4 | -15.1% | -5.6 | -0.1 | u | 7.3 | -6.8% | 11.0% | -0.3
COc1cc(CN(C)c2ncnc3sccc23)ccc1OC(F)F | 9.2 | -0.7% | -25.7 | 0.3 | -10.4%[57.1 µM] | -3.1 | 4.1%[57.1 µM] | 12.3% | -1.0
CCOC(=O)c1sc(NC(=O)c2ccc(S(=O)(=O)N3CCCCC3)cc2)nc1-c1ccccc1 | -6.8 | -16.6% | -2.6 | 0.2 | 13.9% | 4.1 | 31.1% | 1.8% | 0.2
CC(C)OCCCNC(=O)CN1C(=O)c2ccccc2Sc2ncccc21 | x | -19.0% | 4.2 | 0.1 | -11.5% | 3.8 | -5.5% | 7.2% | 0.4
CC(=O)N1CCC(N(CCN2CCOCC2)C(=O)Nc2ccc(Cl)c(Cl)c2)CC1 | x | -9.1% | -2.9 | x | 3.5% | x | 0.3% | -6.1% | x
